IL1B NFkB inh = inhibitors of IL-1B driven NFkB p65 nuclear import, primary screen, imaging, HUVEC, IL-1B stimulus, high-content imaging. HUVEC IL-1B NFkB p65 nuclear translocation imaging. inhibition, % at 2 µM. hit rate 0.43% among 94,000;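 active means inhibition above about 30% together with a positive call from visual inspection of the well image, limit read from the data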;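 further: nuclear over cytoplasmic p65 intensity ratio measured by imaging; 0% = IL-1B stimulated DMSO wells and 100% = unstimulated DMSO wells; values of inactives mirror those of a sister screen read the other way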
IL1B NFkB pot = enhancers of NFkB p65 translocation in HUVEC – imaging, IL-1B stimulus, high-content imaging, primary screen | HUVEC IL-1B NFkB p65 nuclear translocation imaging | activation, % at 2 µM | hit rate 0.3% among 94,000 | AID 819, 2007;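 active means activation above 40%, about the mean plus 3 SD, also judged a hit on visual image review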;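 further: percent activation is computed from the nuclear over cytoplasmic p65 intensity ratio; values of inactives mirror those of a sister screen read the other way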
Bcl-B TR3 displacers = displacers of TR3 peptide from Bcl-B, primary screen, selectivity assay for Bfl-1 inhibitor project, biochemical, fluorescence polarization; hit rate 0.11% among 96,000; Bcl-2-like protein 10 (Homo sapiens); FP displacement of FITC-TR3 peptide from Bcl-B; higher % means a stronger effect; displacement, % at 20 µM; hits with a dose series show IC50 in µM;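 active means displacement above 50% at 20 µM plus a fluorescence interference ratio under 1.5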;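 further: plate controls were wells without compound for no effect and wells lacking Bcl-B protein for full effect; a part of the inactive calls stands beside numbers as strong as those of hits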
MRP reversal = reversal of MRP1-mediated doxorubicin resistance, primary screen, H69AR cells, doxorubicin co-treatment. H69AR cells + 2 uM doxorubicin, CellTiter-Glo, 72 h. differential viability (reversal), % at 10 µM. hit rate 0.04% among 85,000;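 active means viability drop by adding the cancer drug above about 55%, with treated viability meeting a 40% cutoff, limit read from the data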;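 further: viability without doxorubicin minus viability with 2 µM doxorubicin for each compound; larger differential means the compound sensitizes cells more to doxorubicin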
PLAP inhibition = PLAP enzyme inhibitors, biochemical, luminescence, HTS (AID 690); purified PLAP, luminescent substrate; higher % means a stronger effect; Alkaline phosphatase, placental type (Homo sapiens); inhibition, % at 20 µM, or IC50 in µM where a hit was titrated; hit rate 0.08% among 96,000; in the data active means a potency from the dose series; inactive means the rest, 99 in 100 with inhibition below about 30%; further: strong numbers were not always called active
MRP reversal cytotoxicity = also measured in MRP reversal; calls as there; viability, %; H69AR cells, CellTiter-Glo, 72 h; measured here: cytotoxicity without doxorubicin
MRP reversal with doxorubicin = further read-out of MRP reversal, marked with its call; viability, %; measured here: viability with 2 uM doxorubicin; active compounds read low
IL1B NFkB inh cell count 2 µM = further read-out of IL1B NFkB inh, marked with its call; cell count; measured here: cells passing quality filter;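 raw number of nuclei counted in each imaged well without normalization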
IL1B NFkB pot cell count 2 µM = second read-out of IL1B NFkB pot, no call of its own (marks repeat the call); cell count; measured here: cells passing quality filter
Starred values were filed as active, the others as inactive; . = no result given. The list is partial, so the mix of outcomes need not match the whole.

SMILES | IL1B NFkB inh | IL1B NFkB inh cell count 2 µM | IL1B NFkB pot | IL1B NFkB pot cell count 2 µM | Bcl-B TR3 displacers | MRP reversal | MRP reversal cytotoxicity | MRP reversal with doxorubicin | PLAP inhibition
c1ccc2c(c1)OCC(c1nn3c(Cn4nnc5ccccc54)nnc3s1)O2 (stereo unspecified) | 1 | 154 | -1 | 154 | 3% | 16 | 90 | 74 | 7%
CCOC(=O)C1CCN(C(=O)COc2cccc(C)c2)CC1 | -7 | 100 | 7 | 100 | -1% | 0 | 89 | 89 | -24%
COCCNC(=O)c1cc2c(=O)n3cccc(C)c3nc2n(Cc2ccncc2)c1=N | 3 | 186 | -3 | 186 | 4% | -7 | 67 | 73 | -15%
Cc1ccc(S(=O)(=O)/N=S(/C)c2ccccc2)cc1 (stereo unspecified) | 5 | 164 | -5 | 164 | -4% | . | . | . | -13%
CS(=O)(=O)N1CCC(C(=O)Nc2ccc(Br)cc2F)CC1 | -17 | 158 | 17 | 158 | -1% | -6 | 89 | 94 | 31%
CCCOc1cc(C)c(S(=O)(=O)n2ccc(C)n2)cc1C | 9 | 120 | -9 | 120 | -3% | -1 | 75 | 76 | 5%
CCOc1ccc(-n2cnnn2)cc1S(=O)(=O)NC1CC1 | 6 | 180 | -6 | 180 | 10% | 5 | 97 | 92 | 8%
O=C(Nc1ccc2c(c1)OCO2)c1ccc(S(=O)(=O)NCC2CCCO2)cc1 (stereo unspecified) | 0 | 99 | 0 | 99 | 8% | 9 | 107 | 98 | -2%
Cc1ccc(C)n1-c1ccc(-c2nnco2)cc1 | -14 | 133 | 14 | 133 | 2% | -11 | 79 | 89 | -22%
O=C(N/N=C/c1cccs1)c1cc(-c2ccc3ccccc3c2)n[nH]1 | 4 | 98 | -4 | 98 | -48% | . | . | . | -44%
Cc1nc2sc(C(c3ccco3)N3CC(C)OC(C)C3)c(O)n2n1 (stereo unspecified) | 3 | 106 | -3 | 106 | 2% | . | . | . | -20%
CC(C)NC(=O)CN(c1cccc(Br)c1)S(C)(=O)=O | -14 | 82 | 14 | 82 | 1% | 1 | 91 | 90 | -8%
c1ccc(CCn2nnnc2C(c2cccnc2)N2CCN(c3nc4ccccc4s3)CC2)cc1 (stereo unspecified) | -8 | 130 | 8 | 130 | 1% | -10 | 96 | 106 | -73%
COc1ccc(OC)c(Nc2nc(N)nc(CSc3nnc(-c4ccncc4)o3)n2)c1 | -14 | 130 | 14 | 130 | 2% | 0 | 77 | 77 | 7%
CCc1ccc(OCC(=O)NC(=S)Nc2ccc(C)cc2C)c(Br)c1 | 12 | 138 | -12 | 138 | -2% | . | . | . | -1%
CCOc1ccc(NC(=O)Nc2ccc(N(C)C(C)=O)cc2)cc1 | -7 | 139 | 7 | 139 | -5% | 12 | 66 | 54 | 1%
O=C(CSc1nn(-c2ccccc2)c(=S)s1)NC(=O)NCc1ccco1 | 7 | 204 | -7 | 204 | -33% | -14 | 40 | 54 | -33%
CCCCn1nc2cc(C(=O)N[C@H](C)C3CCCCC3)ccc2c1OCC | 10 | 165 | -10 | 165 | -1% | . | . | . | -58%
COC(=O)c1ccc(C)c(NC(=O)C2COc3ccccc3O2)c1 (stereo unspecified) | -17 | 127 | 17 | 127 | -1% | 4 | 87 | 83 | 12%
Cc1occc1-c1nnc(SCC(=O)c2ccc(Cl)cc2)n1CC1CCCO1 (stereo unspecified) | 4 | 122 | -4 | 122 | -1% | 13 | 85 | 71 | -17%
CCOC(=O)c1[nH]c2ccc(OC)cc2c1NC(C)=O | -18 | 168 | 18 | 168 | 10% | -1 | 83 | 84 | 4%
COC(=O)C(C)NC(=O)C(C)NC(=O)OCc1ccccc1 (stereo unspecified) | 11 | 77 | -9 | 77 | 2% | 10 | 99 | 88 | 7%
Fc1ccc(-c2oncc2-c2nnnn2-c2ccccc2)cc1F | -4 | 162 | 4 | 162 | . | 7 | 103 | 96 | .
COc1ccc(NC(=S)NCCc2ccccc2)c(OC)c1 | 10 | 171 | -10 | 171 | 7% | . | . | . | 14%
COCCCn1c(Cc2csc(Nc3cccc(Cl)c3)n2)nnc1SCC(=O)OC1CCCCC1 | -7 | 138 | 7 | 138 | 29% | 8 | 89 | 80 | -13%

Entries of single compounds from above. Values in the order: IL1B NFkB inh	IL1B NFkB inh cell count 2 µM	IL1B NFkB pot	IL1B NFkB pot cell count 2 µM	Bcl-B TR3 displacers	MRP reversal	MRP reversal cytotoxicity	MRP reversal with doxorubicin	PLAP inhibition
Shown for Cc1occc1-c1nnc(SCC(=O)c2ccc(Cl)cc2)n1CC1CCCO1 (stereo unspecified) : 4	122	-4	122	-1%	13	85	71	-17%
Shown for COCCCn1c(Cc2csc(Nc3cccc(Cl)c3)n2)nnc1SCC(=O)OC1CCCCC1 : -7	138	7	138	29%	8	89	80	-13%

Further results
SMILES | IL1B NFkB inh | IL1B NFkB inh cell count 2 µM | IL1B NFkB pot | IL1B NFkB pot cell count 2 µM | Bcl-B TR3 displacers | MRP reversal | MRP reversal cytotoxicity | MRP reversal with doxorubicin | PLAP inhibition
Cc1cc(C)c2c3c(sc2n1)C1(CCSCC1)C(C#N)=C(N)O3 | -12 | 149 | 12 | 149 | . | . | . | . | .
O=C(CC1(O)C(=O)N(CN2CCOCC2)c2ccccc21)c1ccccc1 (stereo unspecified) | -17 | 54 | 17 | 54 | -1% | 5 | 80 | 74 | -2%
CCOC(=O)c1c(C)[nH]c(C(=O)COC(=O)c2cn(CC)c3nc(C)ccc3c2=O)c1C | . | . | . | . | -21% | 12 | 112 | 100 | -7%
CCOC(=O)N1CCN(c2nc(C)cc(C(F)(F)F)n2)CC1 | . | . | . | . | 2% | 8 | 89 | 80 | 12%
Cc1c(N2C(=O)CSC23C(=O)Nc2ccccc23)c(=O)n(-c2ccccc2)n1C (stereo unspecified) | 18 | 100 | -18 | 100 | -4% | . | . | . | -21%
COc1ccc(N(CC(=O)NCCSc2ccccn2)S(C)(=O)=O)cc1 | 4 | 92 | -4 | 92 | -1% | 4 | 89 | 85 | 9%
O=C(/C=C/c1ccc(Cl)cc1)Nc1ccc(N2CCCCC2)cc1 | 9 | 122 | -9 | 122 | -4% | . | . | . | 3%
COC(=O)CCC(=O)Nc1nc(-c2ccccc2)cs1 | -22 | 153 | 22 | 153 | . | 14 | 103 | 90 | .
COc1cc(CN2CCN(c3ccccc3F)CC2)cc(OC)c1O | 8 | 133 | -8 | 133 | -6% | 11 | 96 | 85 | -19%
O=C(CCCCn1c(=O)c2ccccc2n(CC(=O)Nc2cccc(F)c2)c1=O)NCc1ccco1 | . | . | . | . | -11% | 3 | 92 | 89 | -5%
CC(C)CN(CC(C)C)c1nc(N)c(C#N)c(CC#N)c1C#N | -12 | 133 | 12 | 133 | -7% | . | . | . | -4%
CC(=O)Nc1ccccc1NC(=O)C(F)(F)F | -16 | 130 | 16 | 130 | -3% | 3 | 97 | 94 | 18%
NC12CC3CC(C1)CC(O)(C3)C2 | 8 | 126 | -8 | 126 | -6% | . | . | . | -17%
O=S(=O)(c1ccc(Br)s1)N1CCN(c2ncccn2)CC1 | -4 | 182 | 4 | 182 | -18% | 6 | 108 | 102 | 10%
CCSc1nc2c(c(=O)[nH]1)C(C(C)C)C(C#N)=C(N)O2 (stereo unspecified) | 6 | 180 | -6 | 180 | 4% | -19 | 67 | 86 | -3%
O=C(CSc1nnc(-c2cccnc2)n1Cc1ccco1)c1ccc(Cl)c(Cl)c1 | 8 | 179 | -8 | 179 | -133% | 0 | 70 | 70 | -48%
CCCc1nc(SCC(=O)N2CCCC2)c2ccccc2n1 | -22 | 138 | 22 | 138 | -6% | -3 | 38 | 41 | -12%
O=C(Nc1ccc2c(c1)oc1ccccc12)C1CC1 | 9 | 200 | -9 | 200 | -5% | -3 | 60 | 62 | 4%
COc1ccc(CNc2nc3ccccc3n2CCN2CCCCC2)c(OC)c1 | 4 | 97 | -4 | 97 | 9% | -5 | 62 | 67 | -36%
Cc1cc(NC(=O)CN2CCCCC2C)no1 (stereo unspecified) | -4 | 179 | 4 | 179 | 4% | -8 | 90 | 98 | -4%
COc1cccc(N(C(=O)Cn2nnc(-c3cccs3)n2)C(C(=O)NC2CCCCC2)c2ccncc2)c1 (stereo unspecified) | 1 | 164 | -1 | 164 | -3% | . | . | . | 6%
Clc1ccc(-c2nnc(C3CCCCC3)o2)cc1 | -13 | 178 | 13 | 178 | -1% | . | . | . | 2%
Cc1ccc(C(c2nnnn2C2CCCC2)N2CCN(c3nc4ccccc4s3)CC2)cc1 (stereo unspecified) | 0 | 99 | 0 | 99 | . | -15 | 54 | 69 | .
C=C1CSc2nc(=O)c3c(C)c(C)sc3n21 | -10 | 77 | 10 | 77 | -5% | 7 | 86 | 79 | 15%
Cc1cc(Nc2ccccc2C(=O)O)nc2nc3ccccc3c(=O)n12 | -27 | 142 | 27 | 142 | 4% | 11 | 91 | 80 | -5%

Looked up above:
C=C1CSc2nc(=O)c3c(C)c(C)sc3n21 | PLAP inhibition = 15%
COc1ccc(N(CC(=O)NCCSc2ccccn2)S(C)(=O)=O)cc1 | MRP reversal = 4
CCOC(=O)N1CCN(c2nc(C)cc(C(F)(F)F)n2)CC1 | MRP reversal = 8
Cc1ccc(C(c2nnnn2C2CCCC2)N2CCN(c3nc4ccccc4s3)CC2)cc1 (stereo unspecified) | IL1B NFkB inh = 0

Next structures follow.
SMILES | IL1B NFkB inh | IL1B NFkB inh cell count 2 µM | IL1B NFkB pot | IL1B NFkB pot cell count 2 µM | Bcl-B TR3 displacers | MRP reversal | MRP reversal cytotoxicity | MRP reversal with doxorubicin | PLAP inhibition
CN(c1ccccc1C(N)=O)S(=O)(=O)c1ccccc1 | 5 | 104 | -5 | 104 | . | -8 | 104 | 112 | .
COC(=O)c1cccc(-n2[nH]nnc2=S)c1 | 4 | 158 | -4 | 158 | -1% | -5 | 87 | 92 | -8%
CC(=O)c1ccc(NC(=O)N2CCN(c3cccc(Cl)c3)CC2)cc1 | 22 | 85 | -22 | 85 | 0% | 6 | 89 | 83 | -8%
COC(=O)c1cc(NC(=O)Cc2ccccc2[N+](=O)[O-])cc(C(=O)OC)c1 | -7 | 141 | 7 | 141 | -1% | . | . | . | -2%
Cn1c(=O)oc2cc(S(=O)(=O)NCCN3CCN(c4ccccc4)CC3)ccc21 | 5 | 143 | -5 | 143 | 11% | 10 | 100 | 90 | 6%
COc1ccc(CCN2C(=O)c3[nH]nc(-c4ccccc4O)c3C2c2ccc(C)cc2)cc1OC (stereo unspecified) | 4 | 173 | -4 | 173 | -6% | . | . | . | -68%
Cc1ccc(N2CCCn3c2cc(C)c(C#N)c3=O)cc1C | 0 | 149 | 0 | 149 | . | -8 | 62 | 70 | .
Cc1cc(C)nc(Sc2c(C)n[nH]c2C)n1 | 13 | 144 | -13 | 144 | -6% | -4 | 88 | 92 | -77%
Cc1ccc(N2C(=O)C(O)(C(F)(F)F)C3=C2CC(C)(C)CC3=O)cc1C (stereo unspecified) | 1 | 140 | -6 | 158 | -5% | . | . | . | -16%
CCC(C)(C)n1nnnc1C(c1cc2cc(C)cc(C)c2[nH]c1=O)N1CCN(C(=O)c2ccco2)CC1 (stereo unspecified) | -4 | 131 | 4 | 131 | 0% | . | . | . | -25%
COc1ccccc1-c1n[nH]c(=S)n1-c1ccccc1 | 4 | 114 | -4 | 114 | 2% | . | . | . | -1%
COCCNC(=O)C(c1cccc(OC)c1)N(Cc1cccs1)C(=O)Cn1nnc2ccccc21 (stereo unspecified) | 17 | 150 | -17 | 150 | . | -14 | 61 | 76 | .
CC/C(=N\O)C(C)(C)/[N+]([O-])=C/c1ccc(Br)cc1 | -11 | 188 | 11 | 188 | -5% | 4 | 93 | 89 | 12%
O=C(Cc1coc2ccc3ccccc3c12)Nc1nccs1 | 1 | 162 | -1 | 162 | 10% | 0 | 64 | 63 | 13%
CC1CCN(C(c2ccc(N(C)C)cc2)c2nnnn2C(C)(C)C)CC1 (stereo unspecified) | . | . | . | . | -7% | 16 | 101 | 85 | -31%

Just MRP reversal cytotoxicity (two entries from above):
SMILES,MRP reversal cytotoxicity
CC(=O)c1ccc(NC(=O)N2CCN(c3cccc(Cl)c3)CC2)cc1,89
CC/C(=N\O)C(C)(C)/[N+]([O-])=C/c1ccc(Br)cc1,93

Screening results as filed in PubChem.
